Screening results deposited in PubChem by National Center for Advancing Translational Sciences (NCATS).
ERG-DNA inh – ERG Ets/DNA interaction inhibition; P11308; fluorescence polarization, His-ERG Ets domain / labelled DNA; Potency, µM (top dose mostly 76.9 µM), for inactives: at the top dose FP activity, negative = inhibition, usual class: inhibitors; 370,000 tested, 0.028% active; active = well fitted inhibition curve with a large enough effect in the polarisation, with a control signal flat; inconclusive = small, poorly fitted or top-dose-only effect, or effect the other way, or a change in a side signal; inactive = no such curve, though single readings can be large or run the other way; the % refers to the polarisation;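 also: polarization taken with two DNA probes labelled with fluorescein and Texas red; potency is read from the fitted curve at half-maximal effect; % of control where 0% means no effect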
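His-tagged ERG Ets domain (1 uM in the protein solution; 300mM KCl, 50mM Tris-HCl, 1mM EDTA, 1mM DTT, pH 7.5) received compound, then a probe mix of 5 nM fluorescein-DNA and 100nM Texas-615-DNA. Fluorescence polarization was read for both dyes.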
Pol eta inh – blocks human DNA polymerase eta activity. Q9Y253. Potency, µM (top dose mostly 114 µM), inactives show at the highest dose activity change, negative = inhibition, usual class: inhibitors. 390,000 tested, 1.2% active. recombinant Pol eta, fluorescent DNA replication assay. AID 588591; also: potency is read from the fitted curve at half-maximal effect; % is scaled to controls: 0 for no effect and ±100 for the full control effect
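Pol eta at 10 nM preincubated with compounds 15 min at room temperature; reaction started with fluorescent substrate (50 nM final) and read kinetically at 0 and 10 min.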
POLB inh – DNA polymerase beta (human) inhibition; P06746; Potency, µM (top dose mostly 114 µM), for inactives: at the highest dose activity change, negative = inhibition, usual class: inhibitors; Pol beta primer extension/strand displacement, fluorescence kinetic; 340,000 tested, 1.3% active; also: potency is read from the fitted curve at half-maximal effect; % is scaled to controls: 0 for no effect and ±100 for the full control effect
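10 nM enzyme + cpd, 15 min RT; start with substrate 50 nM final; read 0 min and after 10 min RT. Corrected, normalized data; 4-parameter Hill curve fit.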
Anesthetic bind – binds horse apoferritin like a general anesthetic; apoferritin/1-aminoanthracene competitive binding, fluorescence; P02791; Potency, µM (titrated, usually from 77.5 µM), for inactives: top-dose activity change, negative = displacement, most hits filed as inhibitors; AID 485281; 350,000 tested, 0.074% active; also: potency is read from the fitted curve at half-maximal effect; % is scaled to controls: 0 for no effect and ±100 for the full control effect; nearly all actives have a fitted effect of over 20% in size
Target sequence (P02791 2-175 limits assumed): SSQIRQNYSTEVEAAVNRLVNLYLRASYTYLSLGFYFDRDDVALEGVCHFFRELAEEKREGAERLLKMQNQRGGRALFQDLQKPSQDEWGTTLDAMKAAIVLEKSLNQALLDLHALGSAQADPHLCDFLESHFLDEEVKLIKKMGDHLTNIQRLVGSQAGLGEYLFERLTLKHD
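Concentration-response curves derived by four-parameter Hill fitting of normalized fluorescence, where compounds displaced 1-AMA from 10 uM horse apoferritin following a brief 10 min room-temperature incubation; propofol titration acted as positive control.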
ALOX12 inh – inhibitors of human 12S-lipoxygenase ALOX12. purified 12hLO, xylenol orange hydroperoxide absorbance. Potency, µM (titrated, usually from 108 µM), for inactives: at the highest dose activity change, negative = inhibition, most hits filed as inhibitors. 580,000 tested, 1.1% active. AID 1671190; also: potency is read from the fitted curve at half-maximal effect; % is scaled to controls: 0 for no effect and ±100 for the full control effect
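Purified human 12hLO (150 nM final) in 25 mM Hepes, 0.01% Triton X-100, pH 7.0 was preincubated 15 min at room temperature with compound. Then 40 uM arachidonic acid was added, 30 min. Hydroperoxide was read by Fe-XO absorbance ratio 573/405 nm.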
LDHA block – LDHA (human) enzyme inhibition; P00338; purified LDHA, NADH/diaphorase-resazurin fluorescence; hits give low values; 480,000 tested, 0.15% active; AID 1347041; activity change, % (values are at about 110 or 230 µM); in the data active = activity change below about -30%; inconclusive = mostly about -25% to -30%;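 also: plate controls were DMSO wells for no effect and wells without enzyme for full effect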
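LDH5 2 nM; NADH 0.06 mM, pyruvate 0.2 mM; 200 mM Tris pH 7.4, EDTA, Tween-20; 5 min RT. Detection: diaphorase 0.133 mg/mL + resazurin 37 µM, fluorescence ex540/em590 at 0 and 20 min; normalized to enzyme-free and DMSO wells.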
RGS4 inhibitor – human RGS4 inhibition; Transcreener GDP fluorescence polarization, RGS4-accelerated GTP hydrolysis; Potency, µM (top dose mostly 114 µM), inactives show at the highest dose activity change, negative = inhibition, usual class: inhibitors; 390,000 tested, 0.039% active; also: potency is read from the fitted curve at half-maximal effect; % is scaled to controls: 0 for no effect and ±100 for the full control effect; nearly all actives have a fitted effect of over 75% in size; some results filed as inactive show a strong effect at the top dose
Target sequence (P49798 whole entry, looked up): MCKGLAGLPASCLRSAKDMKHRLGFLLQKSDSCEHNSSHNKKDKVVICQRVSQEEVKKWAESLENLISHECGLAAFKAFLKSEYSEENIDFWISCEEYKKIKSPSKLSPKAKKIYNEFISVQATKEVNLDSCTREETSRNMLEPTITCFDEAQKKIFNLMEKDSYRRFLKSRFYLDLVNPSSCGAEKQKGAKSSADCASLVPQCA
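MLSMR compounds (23 nl, pin-transferred) preincubated 10 min at room temperature with a 500nM (2x) first reagent, then RGS4 at 900nM (2x) plus Transcreener GDP mix added; fluorescence polarization (620/688 nm) read before and after 90 min at 30 °C.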
APE1 inh – inhibitors of human APE1 endonuclease; Potency, µM (series often up to 65.8 µM), for inactives: top-dose activity change, negative = inhibition, hits mostly inhibitors; P27695; recombinant APE1, TAMRA/BHQ-2 abasic DNA cleavage fluorescence; AID 2517; 350,000 tested, 0.35% active;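 also: potency is read from the fitted curve at half-maximal effect; plate controls were vehicle for no effect and reference inhibitor for full effect; nearly all actives have a fitted effect of over 55% in size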
Target sequence (P27695 whole entry, looked up): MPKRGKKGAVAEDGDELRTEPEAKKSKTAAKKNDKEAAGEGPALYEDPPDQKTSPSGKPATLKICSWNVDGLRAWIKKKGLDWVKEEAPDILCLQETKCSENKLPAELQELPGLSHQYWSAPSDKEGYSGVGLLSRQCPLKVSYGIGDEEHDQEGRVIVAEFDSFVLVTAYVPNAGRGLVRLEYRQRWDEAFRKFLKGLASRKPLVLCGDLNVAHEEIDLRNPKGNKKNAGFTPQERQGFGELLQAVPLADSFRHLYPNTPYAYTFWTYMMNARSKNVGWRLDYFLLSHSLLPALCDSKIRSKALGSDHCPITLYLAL
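APE1 at 0.75 nM final was preincubated with compound 15 min at room temperature, then 50 nM double-stranded THF abasic-site substrate (5'-TAMRA/3'-BHQ-2) was added. Fluorescence (ex 525/em 598 nm) was read kinetically; third-minus-first read gave activity.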
Pol kappa inh – DNA polymerase kappa (human) inhibition. 400,000 tested, 0.53% active. AID 588579. purified Pol kappa, fluorescent DNA synthesis assay, 10 min. Potency, µM (top dose mostly 107 µM), without a hit: at the highest dose activity, negative = inhibition, actives largely listed as inhibitors. Q9UBT6; also: potency is read from the fitted curve at half-maximal effect; % is scaled to controls: 0 for no effect and ±100 for the full control effect
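Enzyme at 10 nM met test compounds for 15 min at room temperature. Substrate addition (50 nM final) began the reaction, which was monitored by fluorescence at 0 and 10 min.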
Active calls of the source: *; u = inconclusive; x = no result given; [ ] = dose if it differs, or a comment. Unless noted, calls follow the shape of the dose curve; as a rule, active = well fitted curve in the direction sought with a large enough effect; inconclusive = small, poorly fitted or top-dose-only effect, or another doubt; inactive = no such curve, though single readings can be large; an effect the other way counts as inactive or inconclusive.

The line under a structure holds: ERG-DNA inh, Pol eta inh, POLB inh, Anesthetic bind, ALOX12 inh, LDHA block, RGS4 inhibitor, APE1 inh, Pol kappa inh
1. CCN(CC(=O)Nc1ccc(Br)cc1F)CC(=O)NC1CCS(=O)(=O)C1 (centres undefined)
 : 1.3%, -20.4%, x, x, -11.3%, -1.3, 4.3%, 8.8%, -3.7%
2. CC(=O)Nc1ccc(NC(=O)Cc2sc(-c3cccnc3)nc2-c2ccc(C)cc2)cc1
 : 8.2%, -15.8%, 2.7%, -17.5%, -4.1%, -0.3, 13.2%, 1.8%, -10.9%
3. CCOc1ccc(S(=O)(=O)NCc2cccnc2)cc1C(C)C
 : 5.1%, -16.7%, 2.1%, -16.1%, 14.7%, 3.7, 3.3%, -7.8%, 0.4%
4. O=c1[nH]c(Cc2ccccn2)nc2scc(-c3ccc(Cl)cc3)c12
 : 7.5%, -8.8%, -24.7%, u, u, 2.3, -19.0%, -6.2%, 2.2%
5. Cc1cccc(N(C(=O)c2sc(C)nc2C)C(C(=O)NCc2ccco2)c2ccccc2)c1 (centres undefined)
 : x, -4.4%, -15.7%, -2.7%, -5.4%, -1.9, -11.5%, 1.3%, -14.1%
6. CCC(C(=O)NCCCN1CCCCCC1)n1nc(C)c2sc3ccccc3c2c1=O (centres undefined)
 : -1.2%, -8.0%, 4.3%, 11.6%, -23.2%, 0.2, -10.7%, 89.5%[activator], 13.0%
7. O=C1CSC(c2cccnc2)N1Cc1cccnc1 (centres undefined)
 : 4.3%, -8.4%, 12.3%, -0.5%, u, -10.4, -24.5%, 0.9%, 0.4%
8. CCOC(=O)C1CCN(C(=O)CCc2ccccc2)CC1
 : 2.9%, -10.7%, 1.3%, -2.1%, 27.9%, 0.2, 7.8%[11.4 µM], 2.4%, -1.1%
9. Cc1cc(C(=O)CCC(=O)Nc2ncccc2C)c(C)s1
 : 0.5%, u, x, x, u, -1.0, -15.4%, 17.4%, -7.6%
10. CCCCCC(=O)Nc1ccc(N2CCN(CC)CC2)c(Cl)c1
 : 1.3%, -9.7%, 4.0%, -15.4%, -36.5%, 0.6, -21.5%, 4.3%, -1.4%
11. COc1ccc(S(=O)(=O)N2CCN(c3ccccc3)CC2)cc1-c1noc(C)n1
 : -12.1%, -23.0%, 4.1%, 2.7%, 4.3%, -21.5, 24.1%, x, -22.0%
12. O=C(N[C@H]1C/C=C\C[C@H](CC(=O)N(CCO)Cc2ccccc2)C(=O)NC[C@H](c2ccccc2)OC1=O)OCC1c2ccccc2-c2ccccc21
 : -10.5%, -5.9%, x, x, x, 0.0, -8.1%, -42.6%, 8.5%
13. C=CCC[C@H](Cc1ccc(F)cc1)C(=O)OC[C@@H](C)NC(=O)[C@H](CC=C)CC(=O)N(CCO)Cc1ccccc1
 : 12.5%, -23.6%, x, x, -32.5%, 6.1, -24.0%, 3.0%, 1.4%
14. CCOc1ccc2nc(N3CCCC(C(=O)NCCCN4CCCCC4)C3)sc2c1 (centres undefined)
 : -2.6%, -10.9%, 1.2%, -11.5%, -4.6%, -0.8, -9.7%, 18.8%, -1.2%
15. CCn1c(/C=N/NC(=O)c2ccc(OC)cc2)nc2ccccc21
 : -3.4%, -11.4%, 2.4%, -6.8%, -14.7%, -0.7, -7.0%, -2.2%, -14.2%
16. O=C(Cn1ncc2c3ccccc3n(Cc3ccccc3F)c2c1=O)NC1CCCCCC1
 : 1.8%, -17.2%, 0.1%, -8.9%, -20.5%, -11.3, -19.9%, x, -18.6%
17. CCCNC(=O)N1CCN(C(=O)NCCC)CC1
 : -1.9%, -4.2%, -6.2%, -7.7%, -22.7%, -2.4, -15.6%, 1.4%, -10.3%
18. CCc1[nH]nc(C(=O)N/N=C/c2ccncc2)c1C
 : -5.2%, 12.3%, 26.4%, -6.0%, 3.4%, 0.1, 26.2%, 4.3%, -0.2%
19. O=C(O)CCN1CCN(S(=O)(=O)c2ccc3ccccc3c2)CC1
 : -2.1%, 5.7%, -3.3%, 0.9%, 5.3%, -11.4, 22.1%, -0.6%, 0.7%
20. O=C(c1cccc(-n2cnnn2)c1)N1CCOCC1
 : -5.5%, -4.6%, -10.6%, -3.0%, 3.7%, 3.4, -15.3%, 4.6%, -1.7%
21. O=C(Cn1sc2ccccc2c1=O)NC12CC3CC(CC(C3)C1)C2
 : -2.2%, -0.4%, 0.7%, 15.8µM*, x, -9.8, u, 2.7%, -2.7%
22. COc1ccccc1CNS(=O)(=O)CCNC(=O)c1ccccc1
 : -6.4%, -6.6%, x, x, 18.5%, -15.3, 17.1%, -30.2%, -2.2%
23. O=C(Cc1ccccc1)NCC(=O)Nc1ccc(OC(F)(F)F)cc1
 : 17.5%, -15.1%, 21.8%, -0.6%, 0.4%, -2.8, -28.0%, 8.7%, 2.4%
24. CCN1CCN(S(=O)(=O)c2ccc(Cl)c(C(=O)Oc3ccc(CC(=O)OC)cc3)c2)CC1
 : 1.1%, u, x, x, 10.1%, -2.4, -15.4%, x, -11.3%
25. O=C1/C(=C/c2ccc(O)cc2)COc2ccccc21
 : 1.0%, -11.2%, 16.1%, -18.0%, 2.9%, -1.4, 0.2%, 24.8%, -10.4%
26. CCn1nnc(-c2ccccc2NC(=O)c2cnccn2)n1
 : 10.8%, 11.9%, x, x, 0.0%, 0.7, -5.6%, x, 7.3%
27. O=C(NCCc1ccccc1)C1CC(=O)N(C2CCCCC2)C1 (centres undefined)
 : 1.8%, -2.2%, 80.4%, -4.7%, 3.6%, -2.7, -11.6%, 20.3%, 3.6%
28. COC(=O)c1cc2oc(C)cc2n1Cc1ccc(C)cc1
 : -0.5%, -20.5%, -13.7%, -1.4%, u, 7.2, -8.9%, x, -0.1%[60.1 µM]
29. CC(C)Oc1ccc(CNC(=O)c2ccc3nc(Cc4ccccc4)oc3c2)cc1
 : 0.6%, -9.8%, 2.7%, -16.8%, -24.7%, -6.8, -11.2%, x, 0.3%[60.1 µM]
30. O=C(COC(=O)c1ccc(O)cc1)NCC1CCCO1 (centres undefined)
 : -3.9%, -4.3%, 3.8%, -3.9%, u, -3.3, 0.2%, -1.7%, 0.6%
31. O=C(NCc1ccccc1)c1cccnc1N1CCOCC1
 : -5.1%, -7.1%, 1.8%, -2.4%, 498.2%[activator], -0.9, 20.7%, 0.6%, -18.3%
32. O=C(N/N=C/c1cccc2nccnc12)c1ccccc1O
 : 1.3%, 1.0%, -21.4%, -9.8%, 0.0%, 2.8, 28.2%[11.4 µM], 4.6%, -24.4%
33. O=C(NCCN1CCOCC1)c1cc2ccccc2o1
 : 0.0%, -5.3%, 5.1%, -8.5%, 0.0%, 1.1, 19.6%, 1.8%, -3.6%
34. CCCCN1C(=O)C(NC(=O)CC(C)C)(C(F)(F)F)C2=C1CC(C)(C)CC2=O (centres undefined)
 : 3.2%, -10.2%, 31.1%, -9.6%, -30.5%, 1.7, -5.4%, -1.4%, 11.7%
35. Cc1ccc(NC(=O)CNC(=O)Cn2cnc3sc(C)c(C)c3c2=O)cc1F
 : -14.7%, -8.7%, -20.0%, u, -28.5%, -2.2, -21.5%[56.9 µM], 52.2%[activator], -2.1%
36. Cc1ccc(OCC(=O)Nc2ccccc2C(=O)OCc2cc(=O)n3ccsc3n2)cc1
 : -0.7%, u, 2.82µM*, -2.1%, -9.3%, -0.8, -2.3%, x, -14.2%[60.1 µM]
37. Cc1ccc(S(=O)(=O)NCCSc2nnnn2-c2ccc(Cl)c(C(=O)O)c2)cc1
 : u, -6.8%, -1.1%, 49.7%[activator], 0.0%, -14.1, 25.5%, x, -11.1%
38. COc1cccc(NC(=O)c2ccc(N3C(=O)C4CC=CCC4C3=O)cc2)c1 (centres undefined)
 : 0.7%, -13.8%, x, x, u, -7.8, 14.0%, x, -1.5%
39. Cc1cccc(Nc2nnc(SCC(=O)NCC3CCCO3)s2)c1C (centres undefined)
 : 7.1%, -13.3%, x, x, -14.1%, 1.5, 6.7%, -8.8%, -4.7%
40. COC(=O)CNC(c1ccccc1)c1cc(Br)ccc1NC(=O)c1ccc(Cl)cc1 (centres undefined)
 : 2.3%, -18.7%, 16.5%, -3.8%, -17.8%, -7.9, 1.0%, x, -10.2%
41. Cc1ccc(NS(=O)(=O)c2ccc(-c3cnc(C4CC4)o3)cc2)c(C)c1
 : 5.4%, -24.7%, -0.7%, -3.4%, -27.3%, -2.4, 6.2%, 32.4%, -15.4%
42. O=C(Nc1ccc(OC(F)(F)F)cc1)C1CCN(S(=O)(=O)c2ccc3[nH]c(=O)ccc3c2)CC1
 : 0.9%, -7.7%, 23.5%, -19.6%, -14.1%, -16.1, 1.8%, x, 1.5%[60.1 µM]
43. Cc1cc(OCC(=O)NCCCN2CCOCC2)cc(C)c1Cl
 : -0.7%, -13.5%, x, x, u, -5.3, 14.1%, x, 3.1%
44. COC(=O)c1ccc(NC(=S)Nc2ccc(O)cc2)cc1
 : 8.7%, -2.8%, 21.1%, -6.2%, -27.7%, -1.1, -33.2%[56.9 µM], 0.4%, -9.6%

Not all compounds are listed; count on the stated rates, not on these rows.
